PGC1a acetyl inh: inhibitors of PGC1a acetylation signal, primary screen, cell-based, U2OS, AlphaScreen, inhibitor mode | AlphaScreen anti-acetyl-lysine; with virally co-expressed GCN5 acetyltransferase | inhibition, % at 15.6 µM | actives 0.17% (n = 350,000) | AID 651687, 2012;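 active = every replicate shows inhibition of at least 40%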;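 note: 0% = neutral control wells and 100% = positive control wells; some results beyond the cut were filed as inactive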
LGR2 inh: inhibitors of bursicon-induced LGR2 CRE-luciferase signal, primary screen, cell-based, HEK293, CRE-luciferase reporter, bursicon stimulation; Drosophila bursicon receptor LGR2 (rickets); bursicon-stimulated, 4 h; inhibition, % at 9.99 µM; actives 0.35% (n = 380,000); AID 720647, 2013;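 active = drop in luminescence signal, shown as inhibition above about 50% in the replicate tests, limit read from the data, passing the limit was not always enough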;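 note: agonist challenge used bursicon conditioned medium at about half maximal strength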
ARNT TACC3 PPI: disruptors of ARNT/TACC3 protein interaction, primary screen, biochemical, AlphaScreen, single concentration | Transforming acidic coiled-coil-containing protein 3 (Homo sapiens), Q9Y6A5 | AlphaScreen His-ARNT PAS-B/GST-TACC3 binding, luminescence; TACC3 fragment carries E629A point mutation | inhibition, % at 9.99 µM | actives 0.66% (n = 390,000) | AID 623870, 2012;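 active = mean inhibition of replicates at least 50% and at least half of replicates each reaching 50%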;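 note: 0% = complete ARNT plus TACC3 wells and 100% = ARNT alone without TACC3; many hits fall short of the cut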
INS-1E GSIS act: GLuc luminescence reporter in INS-1E cells, primary screen for activators of glucose-dependent secretion of insulin | actives 0.61% (n = 370,000) | activation, % at 16.6 µM | INS-1E GLuc reporter insulin secretion, 2-3 h;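 active = lowest replicate activation of at least 40%, so every replicate reaches that level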;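 note: 0% = median of neutral control wells and 100% = median of IBMX positive control wells; some compounds called inactive have numbers as strong as hits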
Cneo AK release: Cryptococcus neoformans cell lysis inducers, primary screen, AK release luminescence, single concentration | actives 0.2% (n = 360,000) | lysis activity, % at 15 µM | C. neoformans lysis, adenylate kinase release luminescence, 4 h; normalised: neutral wells 0, clomiphene wells 100 | AID 651654, 2012;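 active = mean lysis activity across replicates of at least 80%, whatever share of replicates individually reach that level; inactive = mean lysis activity below 80%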
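Material: C. neoformans cells; Schedule: 4 h static compound exposure, 37 °C, read 1 h post-reagent; Measured by: adenylate kinase release luminescence; Read-out: signal increase indicating cell lysis; Controls: Clomiphene as positive lysis control.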
PAX8 reporter: inhibitors of PAX8-driven TPO luciferase reporter, primary screen, RMG-I cells, single concentration. actives 1.2% (n = 360,000). AID 652154, 2013. SteadyGlo, 24 h. inhibition, % at 12.6 µM;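 active = mean replicate inhibition at least 60% with every replicate also reaching 60%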;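 note: luciferase light reporting Pax8 driven TPO promoter activity; plate controls were median of neutral control wells for no effect and mitoxantrone controls for full effect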
PglD inh: C. jejuni PglD acetyltransferase inhibitors, primary screen, biochemical, DTNB colorimetric, single point. actives 0.098% (n = 360,000). UDP-N-acetylbacillosamine N-acetyltransferase PglD (Campylobacter jejuni). purified PglD enzyme, DTNB colorimetric CoA detection. inhibition, % at 12.5 µM; in the data active = inhibition above about 16%, passing the limit was not always enough; note: strong numbers were not always called active
C2C12 statin: suppressors of statin myotoxicity in C2C12 myotubes, primary screen, cell-based, single point, plate reader; C2C12 myotubes + simvastatin, ATP luminescence, 48 h; scaled: DMSO 0, geranylgeraniol control 100; rescue of ATP level, % at 7.49 µM; actives 0.78% (n = 330,000);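 active = mean ATP rescue above about 67%, or every replicate alone reaching that limit, limit read from the data, passing the limit was not always enough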;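 note: myotubes were challenged with 10 µM simvastatin during compound exposure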
* marks the source's active call; other numbers are inactive results; / = no result given; & = joins results of further samples. Compounds as they come (roughly 2.9% active in at least one column).

SMILES	PGC1a acetyl inh	LGR2 inh	ARNT TACC3 PPI	INS-1E GSIS act	Cneo AK release	PAX8 reporter	PglD inh	C2C12 statin
CCCN(C)C[C@H]1Oc2cc(C#CCC(C)C)ccc2S(=O)(=O)N([C@@H](C)CO)C[C@H]1C	-8	2	-2	-22	2	/	1	-55
CC1(C)Cc2c(sc3ncn4nc(-c5ccco5)nc4c23)CO1	9	/	-6	/	-2	/	6	-9
COc1ccc(NS(=O)CCCc2ccccc2)cc1 (stereo unspecified)	1	-9	/	/	1	-18	2	9
CC(C)=CCCC1(C)C=Cc2c(c(C)cc3c2[nH]c2cc(O)ccc23)O1 (stereo unspecified)	-12	/	4	/	-16	/	-4	16
O=C(O)c1ccc(CNCc2c(Cl)cccc2Cl)cc1	-4	-6	-2	-1	0	/	-2	17
O=C(CN1CCC(Cc2ccccc2)CC1)N1CCc2ccccc2C1	5	-3	31	-6	/	-4	/	/
O=C(CNC(=O)c1cccs1)N/N=C/c1c(F)cccc1Cl	-6	-11	-2	6	2	-22	-1	1
CCOC(=O)c1ccc(NC(=O)CCCN2C(=O)NC3(CCCC3)C2=O)cc1	13	-17	4	-4	-2	-1	-1	-6
Cc1nnc(SCc2ccccc2Cl)n1CC1CCCO1 (stereo unspecified)	/	/	-1	/	8	8	-4	/
CCOc1ccc(/C=C2\SC(=S)N(CCC(=O)Nc3cccc(C(=O)O)c3)C2=O)cc1	7	-50	-1	15	-3	-6	-12	5
CCOC(=O)N1CCN(C(=O)CSc2nnc(-c3cccc(Cl)c3)o2)CC1	13	12	-6	6	0	-109	-5	5
O=C(NCCc1cccc(C(F)(F)F)c1)C1CCC(=O)N(C2CC2)C1 (stereo unspecified)	/	-24	-8	/	-1	/	-5	-4
COc1ccc(CC(=O)Nc2nnc(C(C)(C)C)s2)cc1OC	/	-8	1	-3	/	2	/	/
Cc1[nH]c2ccccc2c1-c1ccc(Cl)nn1	1	21	-4	-2	/	-6	/	/
C[C@@H]1CN([C@H](C)CO)C(=O)c2cc(-c3ccc(F)cc3)cnc2O[C@H]1CN(C)C(=O)Cc1ccccn1	-2	-8	-3	9	5	-7	-5	-1
Cc1ccc(F)c(NC(=O)c2ccc(Cn3cc(Cl)cn3)cc2)c1	/	-79	-10	3	/	-32	/	/
COc1ccccc1C(C)NCC(=O)Nc1c(F)cccc1F (stereo unspecified)	/	-23	-10	-7	/	-2	/	/
O=C(N/C(=C/c1ccccc1)C(=O)N1CCCCCC1)c1ccccc1	1	-17	-2	-5	/	-7	/	/
O=C(C[C@@H]1CC[C@@H]2[C@H](COC[C@@H](O)CN2C(=O)c2cnccn2)O1)NCc1ccc(Cl)cc1	0	-9	4	-3	2	-9	-3	3
S=C(NCc1ccco1)N1CCN(c2nc(-c3ccccc3)cs2)CC1	5	-2	6	3	/	0	/	20

Molecules shown so far that contain a furan ring, fused or not:
SMILES	PGC1a acetyl inh	LGR2 inh	ARNT TACC3 PPI	INS-1E GSIS act	Cneo AK release	PAX8 reporter	PglD inh	C2C12 statin
CC1(C)Cc2c(sc3ncn4nc(-c5ccco5)nc4c23)CO1	9	/	-6	/	-2	/	6	-9
S=C(NCc1ccco1)N1CCN(c2nc(-c3ccccc3)cs2)CC1	5	-2	6	3	/	0	/	20

Next section
SMILES	PGC1a acetyl inh	LGR2 inh	ARNT TACC3 PPI	INS-1E GSIS act	Cneo AK release	PAX8 reporter	PglD inh	C2C12 statin
Cc1ccc(C(=O)/C=C/C(=O)c2ccc(C)cc2)cc1	-11	-28	4	21	/	-8	/	/
c1ccc(Sc2ncnc3c2oc2ccccc23)nc1	/	/	-6	/	3	/	2	23
C=CCNC(=S)NNC(=O)Cn1c(-c2ccccc2)cc(=O)n2ncnc12	4	-3	-2	3	-2	0	-4	8
CCN(CC)CCN(Cc1cc2cc3c(cc2[nH]c1=O)OCO3)C(=S)NCCCOC	-3	-2	-6	11	2	6	-2	-2
COC(=O)[C@]1(Cc2ccccc2)N[C@H](CN(C)S(=O)(=O)c2ccc(OC(F)(F)F)cc2)[C@@H]2C(=O)N(C)C(=O)[C@@H]21	/	-1	0	-23	0	-3	0	15
CSc1ccc(Cn2c(C)c(C(=O)NCc3ccco3)sc2=O)cc1	/	7	/	-36	0	-14	-2	3
O=C(Nc1cccc(F)c1)c1c(O)c2ccccc2[nH]c1=O	/	-50	-2	1	-1	10	9	2
CC(=O)Nc1ccc2[nH]c(C)c(CC=C(Cl)Cl)c(=O)c2c1	11	/	-4	/	2	/	-5	-11
Cn1nccc1C(=O)Nc1sc2c(c1C#N)CCCC2	/	-32	/	3	-4	-83	1	3
Cc1ccccc1S(=O)(=O)/N=C(/c1ccccc1)N1CCOCC1	8	5	-10	1	/	37	/	-5
CN1C(=O)c2cc(NC(=O)c3cccc(F)c3)ccc2OC[C@@H]2O[C@@H](CC(=O)N3CCc4ccccc4C3)CC[C@@H]21	-4	5	21	-9	1	42	1	-11
Cn1cnnc1Sc1ccc(/C=C/C(=O)c2ccc(O)cc2)cc1[N+](=O)[O-]	-58	66*	0	6	3	1	1	/
COc1ccc(C(=O)COC(=O)CCC(=O)c2cccs2)cc1	/	4	-6	29	/	-33	/	/
O=C(C[C@@H]1CC[C@H](NC(=O)c2cccnc2)[C@H](CO)O1)NCc1ccncn1	-1	11	-11	13	-2	4	1	-2
CCCCCn1c(=O)[nH]c2cc(C(=O)O)ccc2c1=O	0	/	0	/	-3	/	-2	-4
Cc1cc(NC(=O)c2ccc(N3C(=O)CCC3=O)cc2)no1	6	/	-4	/	-1	1	1	115*
COc1ccc2c(c1)c1ccccc1n2C	-3	/	-12	/	0	-22	2	-4
CCN(CC(=O)Nc1c(F)cccc1F)C(=O)c1ccc2c(c1)OCCO2	/	-1	29	25	/	-16	/	2
Cc1ccccc1-c1ccc([C@@H]2[C@@H](CO)N3CCCCN(C(=O)Nc4ccc(F)cc4)C[C@H]23)cc1	-6	5	13	-6	7	26	-5	/
COc1ccc(CN(C)C[C@H]2OCCCC[C@H](C)Oc3ccc(NC(=O)Nc4cccc5ccccc45)cc3C(=O)N([C@@H](C)CO)C[C@@H]2C)cc1	10	-5	42	-24	54	30	4	/

Reprinted from the part before: 3 compounds; new compounds follow.
SMILES	PGC1a acetyl inh	LGR2 inh	ARNT TACC3 PPI	INS-1E GSIS act	Cneo AK release	PAX8 reporter	PglD inh	C2C12 statin
CCN(CC(=O)Nc1c(F)cccc1F)C(=O)c1ccc2c(c1)OCCO2	/	-1	29	25	/	-16	/	2
Cc1ccccc1-c1ccc([C@@H]2[C@@H](CO)N3CCCCN(C(=O)Nc4ccc(F)cc4)C[C@H]23)cc1	-6	5	13	-6	7	26	-5	/
COc1ccc(CN(C)C[C@H]2OCCCC[C@H](C)Oc3ccc(NC(=O)Nc4cccc5ccccc45)cc3C(=O)N([C@@H](C)CO)C[C@@H]2C)cc1	10	-5	42	-24	54	30	4	/
COc1ccc(-c2cc(-c3ccc(OC)cc3)nc(-c3ccc4c(c3)NC(=O)CO4)c2)cc1	-2	/	-6	/	0	/	-1	31
CCCNC(=O)N1C[C@@H](O)COC[C@@H]2O[C@H](CC(=O)N3CCN(C)CC3)CC[C@H]21	0	2	-1	5	45	-3	-2	8
CO[C@@H]1CN(C)C(=O)c2cc(NS(C)(=O)=O)ccc2OC[C@H](C)N(Cc2nccs2)C[C@@H]1C	0	11	0	10	54	34	-1	8
N#Cc1ccc(S(=O)(=O)N2CCC(C(=O)N3CCN(Cc4ccc5c(c4)OCO5)CC3)CC2)cc1	1	7	6	-24	-3	10	-3	-5
Cc1cc([N+](=O)[O-])nn1CC(=O)NCc1cccs1	-6	12	-17	5	1	/	4	-18
COc1cccc(OC)c1OC(=O)c1cnccn1	2	11	0	18	-1	-10	-3	-8
CCNC(=O)c1cc2c(c(-c3cccc(-c4cncnc4)c3)n1)[C@@H](CCO)N(C(C)=O)C2	/	3&-3	-1	0&24	0	-21&0	-1	-9
CCCCN(CCCC)S(=O)(=O)c1ccc(NS(=O)(=O)c2ccc(NC(C)=O)cc2)cc1	8	6	-5	-16	/	/	/	47
COCCOC(=O)N1C(=O)[C@@]2(c3cc(C#Cc4ccc(OC)cc4)ccc31)[C@H](c1ccccc1OCCO)N1[C@H](c3ccccc3)[C@H](c3ccccc3)OC(=O)[C@H]1[C@@H]2C(=O)NC[C@H](O)c1ccccc1	/	/	-3	/	-3	54	-7	/
CO[C@@H]1CN(C)C(=O)c2cc(NC(=O)c3ccccc3F)ccc2OC[C@H](C)N(CC2CC2)C[C@@H]1C	-10	1	-1	-6	-31	-8	-2	7
O=C(Cn1cc(C(=O)c2cccs2)c2ccccc21)NCc1cccs1	-7	/	-5	/	2	-50	-2	-12
CN1CCN(C(=O)C[C@H]2C[C@@H]3c4cc(NS(C)(=O)=O)ccc4O[C@@H]3[C@H](CO)O2)CC1	-3	-5	-9	5	1	-12	1	2
C[C@H]1CN([C@@H](C)CO)S(=O)(=O)c2ccc(C#CC3CC3)cc2O[C@H]1CN(C)C(=O)C1CCCCC1	-19	-1	/	-13	/	/	/	42
COc1ccccc1C(=O)Nc1nnn(C)n1	/	/	-4	22	1	-13	0	/
Cc1ccc(S(=O)(=O)Nc2ccc3c(c2)C(=O)N([C@H](C)CO)C[C@@H](C)[C@H](CN(C)C(=O)Nc2ccccc2)O3)cc1	1	10	-10	9	-3	-8	1	-39
CCN(CC)S(=O)(=O)c1ccc(N=Nc2c(C)[nH]n(C(N)=S)c2=O)cc1	-3	/	13	/	0	-74	-8	-17
C[C@@H]1CN([C@H](C)CO)C(=O)c2cc(Br)cnc2O[C@@H]1CN(C)CC1CC1	2	0	-7	17	44	-6	3	14
CNC(=O)C(=O)N1CCC2(CC1)OCCN2S(=O)(=O)c1ccc(C)cc1	/	11	-5	-5	-1	-19	3	-1
C[C@H]1CN([C@@H](C)CO)S(=O)(=O)c2ccc(-c3cccnc3)cc2O[C@H]1CN(C)C(=O)CN(C)C	-8	-7	-9	18	-2	/	-2	-13
C[C@@H]1CN([C@@H](C)CO)C(=O)c2cccc(NC(=O)Nc3ccccc3)c2O[C@@H]1CN(C)Cc1ccncc1	0	-12	1	5	-1	1	13	-18
CCOC(=O)c1ccc(Nc2ncnc3ccc(C)cc23)cc1	-4	15	-3	85*	-1	/	-1	-3
Cc1ccccc1-n1ncc2c1CC(C)(C)CC2NC(=O)CCN1Cc2ccccc2C1=O (stereo unspecified)	5	-11	-1	-24	1	7	-5	-3
COc1ccc(NC(=O)Nc2ccc3c(c2)C(=O)N([C@H](C)CO)C[C@H](C)[C@@H](CN(C)C(=O)Nc2ccccc2)OCCCC[C@H](C)O3)cc1	-4	-13	-3	17	-1	-3	-1	11
Cc1cc(NC(=O)COc2cccc(Oc3ccccc3)c2)no1	0	/	-4	/	-2	/	2	3
C[N+](C)(C)CCCC(=O)c1ccc2c(c1)OCO2	3	/	2	/	2	/	-3	/
CO[C@H]1CN(C)C(=O)c2ccc(NC(=O)C3CCC3)cc2OC[C@@H](C)N(Cc2cccnc2)C[C@@H]1C	/	7	-9	-9	2	-7	0	-11
CN(C)CC(=O)Nc1ccc2c(c1)[C@H]1C[C@H](CC(=O)NCc3ccccn3)O[C@@H](CO)[C@H]1O2	3	1	-4	10	2	-16	-1	-8
COc1ccccc1C(=O)N1C[C@@H]2[C@H](c3ccccc31)[C@H](CO)N2C(=O)C1CCCC1	-10	-4	-1	4	-4	-13	7	13
CC(C)(C)c1ccc(C(=O)Nc2ccc(N3CCOCC3)cc2)cc1	9	3	1	-8	9	/	-3	-59

Screens as filed in PubChem BioAssay.
